Screens deposited in PubChem BioAssay by several laboratories.
GDH-TPI inh – GDH-TPI coupled enzyme inhibition counter-screen | GDH-TPI coupled enzyme counterscreen, NADH absorbance | inhibition, % at 4.8 µM | 360,000 compounds, 1.2% hits; in the data active = inhibition above about 30%;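 note: 0% = DMSO wells and 100% = wells lacking the enzyme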
Y pestis TopoI – inhibitors of Yersinia pestis topoisomerase I; Y. pestis Topo-I cleavage product accumulation, plate reader; activity, % at 10 µM; AID 504884; 360,000 compounds, 0.064% hits; in the data active = activity above about 50%, passing the limit was not always enough; note: inactives centre near 2
FBA Mtb inh – inhibitors of M. tuberculosis fructose-bisphosphate aldolase | P9WQA3 | purified M. tuberculosis FBA, fluorescence read-out | inhibition, % at 1 µM | 360,000 compounds, 2.3% hits | AID 588726; in the data active = inhibition above about 27%;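 note: 0% = vehicle and 100% = reference inhibitor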
Target sequence (P9WQA3 whole entry, looked up): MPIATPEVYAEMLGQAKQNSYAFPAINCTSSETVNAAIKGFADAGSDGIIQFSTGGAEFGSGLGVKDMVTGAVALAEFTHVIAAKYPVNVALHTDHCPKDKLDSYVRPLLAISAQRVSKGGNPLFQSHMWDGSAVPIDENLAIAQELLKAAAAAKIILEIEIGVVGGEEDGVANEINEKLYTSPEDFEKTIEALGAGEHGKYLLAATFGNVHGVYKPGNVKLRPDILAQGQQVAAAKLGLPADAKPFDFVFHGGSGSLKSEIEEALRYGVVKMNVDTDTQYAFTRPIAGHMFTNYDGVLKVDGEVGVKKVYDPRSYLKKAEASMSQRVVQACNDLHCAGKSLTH
FadD28 binding – blocks FadD28 binding to the bisubstrate probe; fluorescence polarization; inhibition, % at 12.5 µM; 360,000 compounds, 0.22% hits; AID 588549; in the data active = inhibition above about 8.5%, passing the limit was not always enough
Vc quorum ag – quorum light induction in luxS cqsA deficient V. cholerae; activation, % at 18.7 µM; 350,000 compounds, 0.16% hits; V. cholerae BH1578 lux reporter, luminescence, 6 h; in the data active = activation mostly above about 9.7%, no sharp cut-off; note: not every result past the cut was called active; inactives centre near 0; reference of the scale not given here
Mtb BioA inh – blocks M. tuberculosis BioA enzyme activity; 360,000 compounds, 0.096% hits; inhibition, % at 9.99 µM; purified M. tuberculosis BioA enzyme, plate reader; in the data active = inhibition above about 40%
UGM FP inh – inhibitors of M. tuberculosis UDP-galactopyranose mutase; P9WIQ1; purified UGM, fluorescence polarization probe displacement; inhibition, % at 10 µM; 320,000 compounds, 0.06% hits; AID 504406; in the data active = inhibition above about 10%, passing the limit was not always enough
Target sequence (P9WIQ1 whole entry, looked up): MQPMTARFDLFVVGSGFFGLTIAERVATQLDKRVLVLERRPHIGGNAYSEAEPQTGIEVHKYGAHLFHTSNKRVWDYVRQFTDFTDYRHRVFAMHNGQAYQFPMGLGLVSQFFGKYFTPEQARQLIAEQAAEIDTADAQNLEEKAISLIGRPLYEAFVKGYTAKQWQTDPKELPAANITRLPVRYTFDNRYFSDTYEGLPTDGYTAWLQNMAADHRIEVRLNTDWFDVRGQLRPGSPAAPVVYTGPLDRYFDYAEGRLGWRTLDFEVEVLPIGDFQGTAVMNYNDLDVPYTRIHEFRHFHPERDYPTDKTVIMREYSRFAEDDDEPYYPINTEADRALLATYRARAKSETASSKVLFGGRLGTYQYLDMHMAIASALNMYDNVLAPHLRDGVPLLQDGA
TcdB GH inh – inhibitors of Clostridioides difficile toxin B glycohydrolase | 350,000 compounds, 0.24% hits | AID 652162 | inhibition, % at 9.99 µM | TcdB glycohydrolase enzymatic assay, plate reader; in the data active = inhibition above about 10%
PfHsp40 yeast – restores yeast growth despite PfHsp40 toxicity; 340,000 compounds, 0.68% hits; S. cerevisiae expressing PfHsp40, growth rescue, ATP luminescence; AID 504582; growth rescue, % at 12.5 µM; in the data active = growth rescue above about 28%, passing the limit was not always enough;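 note: yeast W303a lacking pdr1 and pdr3 grown in galactose medium; growth measured after three days at 30 °C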
* = called active by the depositor; i = inactive; . = no result given.

1) Cc1noc(C)c1S(=O)(=O)Nc1ccc2c(c1)CC(=O)N([C@H](C)CO)C[C@H](C)[C@H](CN(C)S(=O)(=O)c1ccc(F)cc1)O2
2) COc1cc(/C=C2/C(=O)N=C(N)N2C)cc(OC)c1OC
3) CN(CCCNC(=O)c1ccc(CS(=O)c2ccc(Br)cc2)o1)Cc1ccccc1 (centres undefined)
4) C=CCn1c(SCC(=O)c2c(N)n(C3CC3)c(=O)[nH]c2=O)nnc1-c1ccoc1C
5) CCn1c(Cn2nnc(-c3ccccc3)n2)nnc1SCc1ccc(Cl)c(Cl)c1
6) CC1CN(C(=O)COC(=O)[C@@H](NC(=O)c2ccccc2Cl)C(C)C)CC(C)O1 (some centres undefined)
7) O=C(NCc1ccccc1C(F)(F)F)c1cccc2c1C(=O)c1ccc(N3CCCCC3)cc1S2(=O)=O
8) CC(=O)NNc1nc(-c2ccccc2)c2cc(Cl)ccc2n1

assay / compound	1	2	3	4	5	6	7	8
GDH-TPI inh	-4	12	6	-1	3	-2	-1	7
Y pestis TopoI	3	2	9	9	33	-2	41	-2
FBA Mtb inh	-2	0	1	0	-1	-2	0	-1
FadD28 binding	-5.0	-2.6	-2.0	0.0	-7.6	-1.7	0.6	-1.7
Vc quorum ag	-1.3	-4.0	i	2.5	-3.2	i	i	0.5
Mtb BioA inh	0.0	-4.7	0.9	1.1	-0.2	-0.9	-7.6	-2.9
UGM FP inh	-0.7	0.3	-1.1	-2.9	-2.1	-0.7	-2.1	.
TcdB GH inh	1.5	.	0.3	-0.9	.	0.1	1.6	2.1
PfHsp40 yeast	0.7	1.4	0.4	-0.1	18	0.3	-1.5	.

9) N#Cc1ccccc1COC(=O)c1cc(S(=O)(=O)N2CCOCC2)ccc1F
10) CC1=C(C(=O)N(C(C)C)C(C)C)CC(CC(=O)NC2CCCC2)C(=O)N1CCCN1CCCC1=O (centres undefined)
11) COc1ccccc1N(CC(O)COc1ccccc1C)S(=O)(=O)c1ccccc1 (centres undefined)
12) COC(=O)CSc1nnc(-c2ccc(S(=O)(=O)N3CCCC3)cc2)o1
13) COc1ccccc1NCCC(=O)OCC(=O)Nc1cccc(S(=O)(=O)N(C)C)c1
14) CCOC(=O)c1sc(NC(=O)CSc2ncn[nH]2)c(C#N)c1C
15) CCOC(=O)C1(Nc2nccs2)Sc2ccccc2NC1=O (centres undefined)
16) Cc1[nH]c(=O)[nH]c(=O)c1/C=N/NC(=O)[C@H](CC(C)C)NC(=O)OC(C)(C)C

assay / compound	9	10	11	12	13	14	15	16
GDH-TPI inh	1	.	10	-2	5	31*	-6	8
Y pestis TopoI	0	.	27	-1	12	-7	2	5
FBA Mtb inh	1	2	0	-4	-1	-1	6	2
FadD28 binding	-3.0	0.9	0.1	-2.6	-0.2	-2.4	-0.8	-5.1
Vc quorum ag	i	.	-2.8	-0.5	2.0	-5.3	-0.3	-1.4
Mtb BioA inh	-1.3	-3.7	-0.1	-0.6	-0.2	-0.9	0.6	0.0
UGM FP inh	.	.	-0.4	-4.3	-1.5	0.1	-0.3	1.7
TcdB GH inh	1.1	0.7	7.3	1.6	0.5	.	.	.
PfHsp40 yeast	.	.	1.7	-0.6	0.0	-0.4	-1.0	-0.2

17) CCN(CC)c1ccc(NC(=S)NC(=O)c2ccco2)cc1
18) Cc1nnc(SC(C(=O)Nc2ccc(Cl)c([N+](=O)[O-])c2)c2ccccc2)[nH]c1=O (centres undefined)
19) N#C/C(=C(/O)c1ccccc1F)c1nc2cc(C(F)(F)F)ccc2s1
20) O=C(CN1C(=O)NC2(CCCc3ccccc32)C1=O)c1ccc(F)cc1 (centres undefined)
21) CCc1ccc(-n2c(C)nc3cc(C(=O)NCc4cccnc4)ccc32)cc1
22) CN(C)S(=O)(=O)N1CCN(S(=O)(=O)c2ccccc2)CC1
23) CN(C(=O)COC(=O)CSc1ccc([N+](=O)[O-])cc1)C1CCS(=O)(=O)C1 (centres undefined)
24) CC(C)N1CCC(N2CCN(Cc3ccc(C#CC(C)(C)O)s3)CC2CCO)CC1 (centres undefined)

assay / compound	17	18	19	20	21	22	23	24
GDH-TPI inh	8	-4	25	5	2	-10	4	5
Y pestis TopoI	13	-3	4	3	15	8	2	-2
FBA Mtb inh	-1	-1	-1	0	4	-2	-3	-1
FadD28 binding	2.9	1.2	0.5	7.5	-0.5	-3.1	-0.3	-1.8
Vc quorum ag	1.2	-1.1	-0.4	-1.3	0.2	i	-1.4	-0.3
Mtb BioA inh	.	-0.2	.	-2.7	3.9	0.7	0.0	.
UGM FP inh	-1.4	1.2	-0.2	-0.1	0.6	-2.3	2.0	-2.5
TcdB GH inh	.	0.3	1.7	-0.9	0.8	.	1.0	-0.4
PfHsp40 yeast	1.9	0.8	-1.4	2.4	0.3	0.9	-1.3	-1.6

Results in sequence from above:
Entries 17–24 in FadD28 binding: 2.9, 1.2, 0.5, 7.5, -0.5, -3.1, -0.3, -1.8

Other results.
25) CN(C)c1nn2c(-c3ccccc3)nnc2o1
26) CCOC(=O)c1cccnc1NC(=O)c1ccccc1
27) CCC(C)Nc1nc(C)nc2c1oc1ccccc12 (centres undefined)
28) COCCN1C(=O)N(c2ccc(Cl)cc2)C(=O)C1CC(=O)Nc1cc(OC)cc(OC)c1 (centres undefined)
29) COc1ccc(C(=O)COC(=O)c2ccco2)cc1
30) O=C1CC(c2ccccc2)=Nc2ccccc2N1
31) CCN1CCN(c2cc(C)c3cc(NC(=S)NCCN(C)C)ccc3n2)CC1
32) CCN(Cc1ccccc1)c1ccc(/C=N/N=C(N)N)cc1

assay / compound	25	26	27	28	29	30	31	32
GDH-TPI inh	13	0	-6	0	-2	8	23	24
Y pestis TopoI	-12	-4	-3	0	-3	-8	-11	-29
FBA Mtb inh	3	3	2	-1	-4	-1	22	16
FadD28 binding	0.2	-0.2	-2.1	-5.9	0.4	-2.3	-0.9	3.5
Vc quorum ag	-4.8	-0.3	-0.6	0.7	.	-0.4	-7.7	0.3
Mtb BioA inh	-2.5	.	.	-0.2	0.2	4.1	-1.9	2.3
UGM FP inh	.	1.8	2.6	-1.1	0.3	-1.1	1.6	1.1
TcdB GH inh	-1.2	1.3	1.1	2.2	0.5	2.0	1.0	0.5
PfHsp40 yeast	.	-1.3	-0.4	0.5	-1.8	-0.8	0.2	2.4

33) COc1ccc(OC)c(C(=O)NC(CC(N)=O)c2ccc(N3CCC(N4CCCC4)CC3)c([N+](=O)[O-])c2)c1 (centres undefined)
34) Cc1noc(C)c1C(=O)Nc1nc(C23CC4CC(CC(C4)C2)C3)cs1
35) COC(=O)C1CCN(C(=O)CN2C(=O)c3ccccc3S2(=O)=O)CC1
36) CCCCC(CC)CNC(=O)C1C2C=CC(C2)C1C(=O)O (centres undefined)
37) CC1C(=O)N2CCCc3cc(S(=O)(=O)NCc4ccc(F)cc4)cc1c32 (centres undefined)
38) Fc1ccc(/C=N/c2c(-c3ccc(F)cc3)nc3n2CCS3)cc1
39) C=CCn1c(O)c(C(C)=NCCC(c2ccccc2)c2ccccc2)c(=O)[nH]c1=O
40) O=C(Nc1cccc(-n2cnnn2)c1)c1cccc(Cl)c1

assay / compound	33	34	35	36	37	38	39	40
GDH-TPI inh	11	2	5	-2	6	1	0	-1
Y pestis TopoI	-2	19	-2	-8	1	-7	3	0
FBA Mtb inh	5	-1	3	3	2	0	6	4
FadD28 binding	-0.5	-3.5	1.8	-1.4	-2.6	-2.5	-1.2	-0.6
Vc quorum ag	0.7	-2.6	i	-0.4	-0.2	i	1.5	i
Mtb BioA inh	0.7	-0.8	-2.1	-1.1	-1.2	1.9	.	0.0
UGM FP inh	3.0	-1.7	0.9	1.1	0.9	.	-1.0	0.8
TcdB GH inh	3.1	.	1.2	.	0.9	.	.	-0.4
PfHsp40 yeast	-0.8	0.8	-0.2	-0.4	1.6	0.6	0.6	0.3

41) CCOC(=O)C1=C(c2ccccc2)NC(=O)NC1c1ccc(O)c(OCC)c1 (centres undefined)
42) C=CCN(c1ccc(C(=O)Nc2ccc3c(c2)n(C)c(=O)n3C)cc1)S(C)(=O)=O
43) Cc1ccccc1C(=O)Nc1ccc(N2CCCCCC2)cc1
44) Cc1cccc(NC(=O)c2cccc(S(=O)(=O)N(C)C3CCCCC3)c2)n1
45) Cc1csc(NC(=O)/C=C/c2ccco2)n1
46) O=S(=O)(Nc1ccc2c(c1)OCO2)c1ccc(Br)s1
47) CCC(C(=O)OCC(=O)N(CCOC)c1c(N)n(Cc2ccccc2)c(=O)[nH]c1=O)c1ccccc1 (centres undefined)
48) CCN(CC(=O)Nc1ccc(NC(C)=O)cc1)C(=O)c1cc(S(=O)(=O)N2CCCCCC2)ccc1OC
49) COc1ccc(NC(=O)Cn2c([N+](=O)[O-])cnc2C)c(OC)c1
50) CCN(CC)C(=O)c1ccc(NC(=O)COc2ccccc2F)cc1

assay / compound	41	42	43	44	45	46	47	48	49	50
GDH-TPI inh	-4	11	11	4	33*	6	-1	3	17	4
Y pestis TopoI	7	-5	-13	22	-7	-6	17	-12	3	14
FBA Mtb inh	4	-1	-1	0	-4	0	-2	3	2	3
FadD28 binding	-2.0	1.1	1.9	1.8	-1.2	0.6	-0.9	1.2	0.6	1.3
Vc quorum ag	-0.2	0.5	-0.5	-0.3	-0.2	-0.3	i	i	0.4	-0.4
Mtb BioA inh	0.7	0.2	-2.4	-0.1	3.7	-0.6	-0.4	.	-1.8	-0.2
UGM FP inh	-4.4	-0.3	-0.7	.	1.6	0.7	-0.8	-1.9	.	0.3
TcdB GH inh	0.3	0.3	-6.9	-0.7	.	.	-0.9	-1.2	0.0	-2.1
PfHsp40 yeast	-0.7	-0.7	0.6	.	-0.8	3.1	-0.5	0.4	.	0.9

Gathered by group: the compounds so far containing an aryl thioether with sulfur outside any ring
4) C=CCn1c(SCC(=O)c2c(N)n(C3CC3)c(=O)[nH]c2=O)nnc1-c1ccoc1C
5) CCn1c(Cn2nnc(-c3ccccc3)n2)nnc1SCc1ccc(Cl)c(Cl)c1
12) COC(=O)CSc1nnc(-c2ccc(S(=O)(=O)N3CCCC3)cc2)o1
14) CCOC(=O)c1sc(NC(=O)CSc2ncn[nH]2)c(C#N)c1C
18) Cc1nnc(SC(C(=O)Nc2ccc(Cl)c([N+](=O)[O-])c2)c2ccccc2)[nH]c1=O (centres undefined)
23) CN(C(=O)COC(=O)CSc1ccc([N+](=O)[O-])cc1)C1CCS(=O)(=O)C1 (centres undefined)

assay / compound	4	5	12	14	18	23
GDH-TPI inh	-1	3	-2	31*	-4	4
Y pestis TopoI	9	33	-1	-7	-3	2
FBA Mtb inh	0	-1	-4	-1	-1	-3
FadD28 binding	0.0	-7.6	-2.6	-2.4	1.2	-0.3
Vc quorum ag	2.5	-3.2	-0.5	-5.3	-1.1	-1.4
Mtb BioA inh	1.1	-0.2	-0.6	-0.9	-0.2	0.0
UGM FP inh	-2.9	-2.1	-4.3	0.1	1.2	2.0
TcdB GH inh	-0.9	.	1.6	.	0.3	1.0
PfHsp40 yeast	-0.1	18	-0.6	-0.4	0.8	-1.3
